# TWEAK Fn14 block – inhibitors of TWEAK-Fn14 interaction signaling; inhibition, % at 10 µM; 360,000 tested, 2% active; TWEAK-stimulated Fn14 reporter cells, luciferase luminescence, 8 h; in the data active = inhibition above about 50%
# KKLEB cytotox – CF airway cell cytotoxicity counter-screen | activity change (cytotoxicity), % at 5 µM | KKLEB CF airway cells viability, ATPlite luminescence, overnight; stronger effect = lower value; cells stimulated with P. aeruginosa culture filtrate | AID 602141 | 360,000 tested, 0.36% active;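 active = corrected activity change at or below -50% at 5 µM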
# TRPM1 prom inh – inhibitors of MITF-driven TRPM1 promoter in melanoma cells | SK-MEL-5 TRPM1 promoter luciferase, 24 h | inhibition, % at 12.5 µM | 330,000 tested, 0.83% active | AID 488899;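 active = mean inhibition across replicates of 60% or more, whatever share of single replicates reaches that level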; note: values of inactives mirror those of a sister screen read the other way
# NR2E3 ag-1 – NR2E3 (human) agonism; Q9Y5X4; GST-NR2E3/biotin-RetCOR TR-FRET, 1536-well; inhibition of corepressor binding, % at 4.78 µM; 320,000 tested, 0.12% active; AID 2300;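 active = percent inhibition above the cutoff of mean plus 3 SD of all tested compounds, set per screening campaign, cut at about 20% in these data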;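 note: 0% = DMSO wells and 100% = biotin wells as full block of FRET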
# Target sequence (Q9Y5X4 whole entry, looked up): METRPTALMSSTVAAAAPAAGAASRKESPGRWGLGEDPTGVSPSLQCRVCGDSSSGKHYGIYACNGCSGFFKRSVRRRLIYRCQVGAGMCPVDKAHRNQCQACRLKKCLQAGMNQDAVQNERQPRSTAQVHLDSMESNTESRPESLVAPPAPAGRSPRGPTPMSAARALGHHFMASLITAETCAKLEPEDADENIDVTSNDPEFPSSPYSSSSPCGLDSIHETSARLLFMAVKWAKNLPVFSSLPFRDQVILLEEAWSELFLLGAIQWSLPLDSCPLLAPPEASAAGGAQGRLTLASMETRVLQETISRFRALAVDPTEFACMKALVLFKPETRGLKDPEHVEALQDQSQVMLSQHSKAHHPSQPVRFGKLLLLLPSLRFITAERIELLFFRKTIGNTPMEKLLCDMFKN
#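 Assay system: NR2E3–RetCOR corepressor complex. Quantity: 1.35 nM GST-NR2E3. Buffer or medium: pH 7.5 Tris-based buffer. Reagent: biotinylated RetCOR corepressor at 7 nM final. Schedule: 5 h at 4 °C. Detection: TR-FRET, emission read at 617 and 671 nm. Replicates: one well per compound, singlicate testing.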
# HIF-2a inh – blocks HIF-2a reporter activity. 786-0 RCC cells HIF-2a reporter, luciferase luminescence, overnight. inhibition, % at 18.8 µM. 360,000 tested, 0.72% active;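 active = inhibition of the luminescence signal of 40% or more relative to plate controls, in a single-dose primary screen at 18.75 µM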
# CF NFkB block – cystic fibrosis NF-kB activation inhibition; KKLEB NF-kB-GFP reporter, PAF-induced, GFP fluorescence overnight; 360,000 tested, 0.86% active; inhibition, % at 5 µM;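 active = at least 50% inhibition at 5 µM, scaled per plate between neutral and stimulator controls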;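 note: PAF is a Pseudomonas aeruginosa culture filtrate used as stimulus; plate controls were PAF-stimulated DMSO wells for no effect and unstimulated DMSO wells for full effect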
# Shn3 3UTR inh – reduces Shn3 3'UTR luciferase signal in osteoblasts; Clone20 osteoblast Shn3 3'UTR firefly luciferase, 24 h; 360,000 tested, 0.52% active; inhibition, % at 12.5 µM;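 active = mean inhibition of at least 75% with every replicate also reaching 75%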;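 note: 0% = median of neutral control wells and 100% = pilot-screen positive control compound; some compounds past the cut are filed as inactive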
# Peg3 prom inh – reduces Peg3 promoter-driven luciferase expression in HeLa. 360,000 tested, 1.7% active. inhibition, % at 20 µM. HeLa PEG-Prom luciferase reporter, luminescence, overnight;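 active = inhibition of at least 50% at 20 µM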
# TROY NFkB inh – TROY signaling inhibition; Q293 LMP1-TROYcd NF-kB luciferase reporter, 4 h; inhibition, % at 10 µM; 360,000 tested, 0.98% active; AID 1347056;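 active = compounds whose plate-normalised and pattern-corrected inhibition of the luciferase reporter signal at the single screening dose is 50% or more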
# TRAIL sens C8 – caspase-8 TRAIL sensitization. NB7+C8 cells + TRAIL, ATPlite viability luminescence. inhibition (viability loss, TRAIL sensitization), % at 10 µM. 360,000 tested, 1% active. AID 624354;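 active = compounds causing at least 50% loss of cell viability in the single-dose screen, relative to plate controls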
# NR2E3 ag-2 – human photoreceptor-specific nuclear receptor agonism. Q9Y5X4. CHO-S Gal4-NCOR/VP16-NR2E3 two-hybrid, luciferase. inhibition of corepressor binding, % at 3.98 µM. 360,000 tested, 0.35% active. AID 602229;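 active = inhibition above the mean of all tested compounds plus 3 SD, cut at about 70% in these data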;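 note: 0% = DMSO with NR2E3 transfected cells and 100% = cells lacking NR2E3 construct; higher means lower luciferase signal from less NR2E3 corepressor binding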
# * marks the source's active call; other numbers are inactive results; x = not tested or not shown. Some of the compounds tested; the hit share may differ from the screen's.
cpd | Molecule | TWEAK Fn14 block | KKLEB cytotox | TRPM1 prom inh | NR2E3 ag-1 | HIF-2a inh | CF NFkB block | Shn3 3UTR inh | Peg3 prom inh | TROY NFkB inh | TRAIL sens C8 | NR2E3 ag-2
1 | CCCC(=O)C1=C(N2CCCC2)CC(C)(C)C(C(=O)OC)C1=O (stereo not drawn) | -3 | 4 | 7 | 0 | 1 | -16 | -13 | -11 | -8 | -12 | 3
2 | COc1ccccc1Oc1ccnc2cc(Cl)ccc12 | -1 | 3 | -4 | -2 | -25 | 5 | 2 | 9 | -2 | -1 | -9
3 | Cc1nn(Cc2c(Cl)cccc2Cl)c(Cl)c1/C=N/NC(=O)c1cccnc1 | 41 | -2 | -8 | -1 | -151 | -4 | -2 | -122 | 5 | -2 | -31
4 | COc1ccc(-c2noc(CCCC(=O)NC3CCCC3)n2)cc1 | 18 | -12 | 28 | 2 | 18 | -3 | 74 | 1 | 4 | 11 | 43
5 | Cn1c(=N)c(S(=O)(=O)c2ccc(F)cc2)cc2c(=O)n3ccccc3nc21 | -9 | 4 | -1 | -3 | 17 | -8 | 24 | -2 | 9 | -14 | -10
6 | CCc1ccc(-c2nc(CSCC(=O)NC3CC3)c(C)o2)cc1 | 11 | -8 | -8 | 2 | -3 | -12 | 13 | -45 | 0 | -1 | 111*
7 | Cc1noc(C)c1CSCC(=O)N(C)CC(=O)Nc1cccc(F)c1 | 10 | 7 | 4 | 0 | 12 | -15 | -2 | -5 | -5 | -4 | 0
8 | CCN(CCCNC(=O)CC(C(=O)N1CCc2ccccc21)n1ccnc1)c1ccccc1 (stereo not drawn) | 17 | 9 | 5 | -1 | 5 | -13 | 18 | 18 | 7 | -7 | 2
9 | CC(=O)N1CCN(Cc2nc3cc(NC(=O)c4cccs4)ccc3n2C)CC1 | -5 | 0 | -11 | 3 | -9 | 6 | -22 | -10 | -7 | -2 | -16
10 | COc1cccc(OCc2cc(C(=O)N(C)C3CCCCC3)no2)c1 | -29 | 6 | x | x | -241 | 20 | -51 | -221 | -69 | 1 | -82
11 | Cc1ccc(C)c(NC(=S)N(C)C)c1 | -18 | -4 | -4 | 2 | 18 | 3 | -3 | 3 | -14 | -7 | 3
12 | COc1cccc(Cn2c3ccc(NC(=O)CCc4ccc(F)cc4)cc3c(=O)n2C)c1 | 5 | 4 | x | x | 17 | 26 | 19 | -2 | 25 | -12 | 0
13 | S=C(NCCC(c1ccccc1)c1ccccc1)Nc1ccc(Cl)cc1 | 62* | -2 | 5 | -1 | -35 | 7 | -3 | 55* | 45 | -3 | 25
14 | C=CC[C@@H](Cc1ccc(F)cc1)C(=O)OC[C@@H]1CCCN1C(=O)[C@@H](CC=C)CC(=O)N[C@@H](CO)Cc1ccccc1 | 0 | 4 | 5 | x | 13 | -14 | -6 | 24 | 16 | -10 | 16
15 | CCC(=O)NC(NC(=S)Nc1ccccc1Br)C(Cl)(Cl)Cl (stereo not drawn) | -6 | 8 | 5 | -2 | 20 | -15 | 16 | 5 | -19 | 11 | -29
16 | COCCn1c(-c2ccc(OC)cc2)c(-c2ccc(OC)cc2)oc1=O | -13 | 5 | 6 | 1 | 10 | -2 | 7 | 15 | 8 | 7 | -10
17 | O=[N+]([O-])c1ccc(S(=O)(=O)NCC(c2ccc3c(c2)OCO3)N2CCOCC2)cc1 (stereo not drawn) | -41 | -4 | x | x | -43 | -5 | -5 | -49 | -3 | 1 | -62
18 | O=[N+]([O-])c1ccc2nc[nH]c2c1 | 23 | 8 | -2 | x | 6 | -8 | 2 | 1 | 17 | -9 | -25
19 | Cc1ccc(C2CC(c3ccccc3)=NN2c2ccccc2)o1 (stereo not drawn) | -15 | 5 | -40 | -3 | -85 | -3 | -8 | -24 | -42 | 17 | -33
20 | Cc1ccc(NC(=O)CSc2nnc(CNC(=O)c3ccco3)o2)cc1 | 20 | -2 | -8 | 2 | 10 | 0 | -15 | 5 | 16 | -2 | 11
21 | O=[N+]([O-])c1ccc(CSc2nnc(Cc3ccccc3)o2)cc1 | 5 | 4 | 6 | -1 | 14 | -12 | -4 | 8 | -5 | -14 | -22
22 | O=C(C[n+]1ccn(-c2ccccc2)c1)c1ccc([N+](=O)[O-])cc1 | 1 | -11 | 38 | 3 | 7 | 3 | 19 | 5 | -10 | 6 | -10
23 | CC1CC(C)CN(S(=O)(=O)c2ccc(NC(=S)NC(=O)c3ccccc3)cc2)C1 (stereo not drawn) | -19 | -28 | -1 | 0 | 28 | 20 | 6 | 24 | -1 | 13 | 3
24 | O=C(c1ccccc1)c1coc2ccc(O)c(CN3CCOCC3)c12 | 6 | 5 | -7 | -3 | 7 | 13 | -17 | 20 | -6 | -5 | -23

# Molecules above that have an aryl methoxy group (five):
cpd | Molecule | TWEAK Fn14 block | KKLEB cytotox | TRPM1 prom inh | NR2E3 ag-1 | HIF-2a inh | CF NFkB block | Shn3 3UTR inh | Peg3 prom inh | TROY NFkB inh | TRAIL sens C8 | NR2E3 ag-2
2 | COc1ccccc1Oc1ccnc2cc(Cl)ccc12 | -1 | 3 | -4 | -2 | -25 | 5 | 2 | 9 | -2 | -1 | -9
4 | COc1ccc(-c2noc(CCCC(=O)NC3CCCC3)n2)cc1 | 18 | -12 | 28 | 2 | 18 | -3 | 74 | 1 | 4 | 11 | 43
10 | COc1cccc(OCc2cc(C(=O)N(C)C3CCCCC3)no2)c1 | -29 | 6 | x | x | -241 | 20 | -51 | -221 | -69 | 1 | -82
12 | COc1cccc(Cn2c3ccc(NC(=O)CCc4ccc(F)cc4)cc3c(=O)n2C)c1 | 5 | 4 | x | x | 17 | 26 | 19 | -2 | 25 | -12 | 0
16 | COCCn1c(-c2ccc(OC)cc2)c(-c2ccc(OC)cc2)oc1=O | -13 | 5 | 6 | 1 | 10 | -2 | 7 | 15 | 8 | 7 | -10

# Continuation.
cpd | Molecule | TWEAK Fn14 block | KKLEB cytotox | TRPM1 prom inh | NR2E3 ag-1 | HIF-2a inh | CF NFkB block | Shn3 3UTR inh | Peg3 prom inh | TROY NFkB inh | TRAIL sens C8 | NR2E3 ag-2
25 | COc1ccc(CNC(=O)C2CCN(S(=O)(=O)c3c(C)n[nH]c3C)CC2)cc1 | -5 | 9 | -16 | -2 | 11 | -6 | -5 | 2 | -3 | -7 | -16
26 | COCCNC(=O)/C(C#N)=C/c1c(N2CCCCCC2)nc2c(C)cccn2c1=O | -16 | 11 | -7 | -4 | 8 | -27 | 13 | 9 | -10 | -5 | -23
27 | CCSc1nnc(NC(=O)c2csc(C)c2)s1 | -11 | -5 | -115 | 2 | -217 | 3 | -63 | -213 | -48 | -8 | -36
28 | C[C@H]1CN([C@@H](C)CO)C(=O)c2cccc(NC(=O)C3CC3)c2O[C@H]1CN(C)S(=O)(=O)c1cccs1 | 7 | 3 | 1 | x | 7 | -11 | 13 | -8 | -20 | 10 | -3
29 | Cc1ccc(C)c(N(C(=O)CCC(=O)Nc2cc(C)on2)C(C(=O)NC2CCCC2)c2ccco2)c1 (stereo not drawn) | 9 | 13 | 21 | 3 | 11 | 1 | 13 | 7 | 3 | -4 | -16
30 | CCC(C(=O)Nc1cccc(C(=O)O)c1)c1ccccc1 (stereo not drawn) | 1 | 8 | -8 | 3 | 7 | -21 | -8 | 13 | -12 | -1 | -5
31 | C[C@@H]1CN([C@@H](C)CO)S(=O)(=O)c2ccc(Br)cc2O[C@H]1CN(C)C(=O)Nc1ccc(C(F)(F)F)cc1 | 8 | -25 | x | x | -13 | -13 | 10 | 53* | -4 | 3 | -21
32 | O=C(O)C(c1ccccc1)C1(O)CCC1 (stereo not drawn) | 3 | 3 | 2 | x | 17 | -22 | -13 | 15 | 2 | 2 | 7
33 | Cc1ccc2nc(N3C(=O)C(O)=C(C(=O)c4ccco4)C3c3cccc(O)c3)sc2c1 (stereo not drawn) | -3 | 19 | -9 | 2 | -72 | -8 | -4 | -60 | -12 | -3 | -143
34 | O=S(=O)(Nc1ccc2c(c1)nc1n2CCN(Cc2ccccc2)C1)c1ccc(F)cc1 | -5 | -4 | 16 | -3 | 15 | -4 | 22 | -1 | 14 | -6 | -1
35 | CC(C)CC(=O)NC(NCC1CCCO1)C(Cl)(Cl)Cl (stereo not drawn) | 11 | 7 | -2 | -7 | 8 | -8 | 5 | 9 | -19 | 2 | -15
36 | O=C(NCc1ccccc1CN1CCOCC1)c1ccc(-n2cccn2)cc1 | 16 | 3 | -5 | x | 0 | -8 | 2 | -1 | -10 | 8 | 13
37 | CCN(CC)c1ccc(NC(=O)c2ccccc2Br)cc1S(=O)(=O)Nc1ccccc1OC | 0 | 14 | 2 | -1 | 22 | -22 | 25 | 7 | -5 | 33 | 10
38 | COCCN1C(=O)C(CC(=O)Nc2ccccc2)SC1=Nc1ccc(OC)cc1 (stereo not drawn) | -2 | -3 | -10 | 2 | 10 | 5 | 5 | 9 | -8 | 13 | 2

# 3 entries from above, ordered by heavy-atom count, smallest number first.
cpd | Molecule | TWEAK Fn14 block | KKLEB cytotox | TRPM1 prom inh | NR2E3 ag-1 | HIF-2a inh | CF NFkB block | Shn3 3UTR inh | Peg3 prom inh | TROY NFkB inh | TRAIL sens C8 | NR2E3 ag-2
18 | O=[N+]([O-])c1ccc2nc[nH]c2c1 | 23 | 8 | -2 | x | 6 | -8 | 2 | 1 | 17 | -9 | -25
27 | CCSc1nnc(NC(=O)c2csc(C)c2)s1 | -11 | -5 | -115 | 2 | -217 | 3 | -63 | -213 | -48 | -8 | -36
26 | COCCNC(=O)/C(C#N)=C/c1c(N2CCCCCC2)nc2c(C)cccn2c1=O | -16 | 11 | -7 | -4 | 8 | -27 | 13 | 9 | -10 | -5 | -23

# In the list so far, three have bromine.
cpd | Molecule | TWEAK Fn14 block | KKLEB cytotox | TRPM1 prom inh | NR2E3 ag-1 | HIF-2a inh | CF NFkB block | Shn3 3UTR inh | Peg3 prom inh | TROY NFkB inh | TRAIL sens C8 | NR2E3 ag-2
15 | CCC(=O)NC(NC(=S)Nc1ccccc1Br)C(Cl)(Cl)Cl (stereo not drawn) | -6 | 8 | 5 | -2 | 20 | -15 | 16 | 5 | -19 | 11 | -29
31 | C[C@@H]1CN([C@@H](C)CO)S(=O)(=O)c2ccc(Br)cc2O[C@H]1CN(C)C(=O)Nc1ccc(C(F)(F)F)cc1 | 8 | -25 | x | x | -13 | -13 | 10 | 53* | -4 | 3 | -21
37 | CCN(CC)c1ccc(NC(=O)c2ccccc2Br)cc1S(=O)(=O)Nc1ccccc1OC | 0 | 14 | 2 | -1 | 22 | -22 | 25 | 7 | -5 | 33 | 10

# Assay outcomes deposited in PubChem BioAssay by several laboratories.
